SNCA expr inh: inhibitors of alpha-synuclein (SNCA) gene expression | HEK-293 SNCA-luciferase knock-in, luminescence, 24 h | Potency, µM (highest dose often 57.2 µM), inactives show at the top dose activity change, negative = inhibition, usual class: inhibitors | 140,000 tested, 0.17% active;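 further: potency means the concentration at half of the fitted maximal effect; plate controls were DMSO cells for no effect and cell-free wells for full effect; nearly all actives have a fitted effect of over 45% in size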
FLuc inh: Photinus pyralis luciferase inhibition. purified P. pyralis luciferase, luminescence, biochemical. Potency, µM (titrated, usually from 115 µM), for inactives: at the top dose activity change, negative = inhibition, actives largely listed as inhibitors. 76,000 tested, 2.5% active. AID 1347043; further: potency means the concentration at half of the fitted maximal effect; nearly all actives have a fitted effect of over 65% in size
Target sequence (P08659 whole entry, looked up): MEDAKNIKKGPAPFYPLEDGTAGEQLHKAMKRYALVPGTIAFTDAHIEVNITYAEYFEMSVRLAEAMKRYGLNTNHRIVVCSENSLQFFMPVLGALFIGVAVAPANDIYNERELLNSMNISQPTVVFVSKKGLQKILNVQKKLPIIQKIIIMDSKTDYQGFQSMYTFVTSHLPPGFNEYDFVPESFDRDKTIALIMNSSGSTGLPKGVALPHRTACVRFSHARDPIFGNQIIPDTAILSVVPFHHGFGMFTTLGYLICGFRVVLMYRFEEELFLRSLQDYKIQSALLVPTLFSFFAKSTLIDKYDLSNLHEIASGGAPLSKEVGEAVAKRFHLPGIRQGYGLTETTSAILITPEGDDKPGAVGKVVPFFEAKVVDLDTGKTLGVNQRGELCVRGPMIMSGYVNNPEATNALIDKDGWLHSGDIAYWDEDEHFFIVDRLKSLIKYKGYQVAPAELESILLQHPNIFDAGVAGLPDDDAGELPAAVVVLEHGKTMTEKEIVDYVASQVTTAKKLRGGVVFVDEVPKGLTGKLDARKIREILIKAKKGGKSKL
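FLuc 10nM, D-luciferin 10uM, ATP 10uM, Mg acetate 10mM, Tris acetate pH 7.5, Tween/BSA; cpd qHTS; enzyme added last; CCD luminescence.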
SNCA viab count: cell viability loss counter-screen; 150,000 tested, 0.12% active; AID 1671193; HEK-293-SNCA-luc viability, GF-AFC fluorescence, 24 h; Potency, µM (series often up to 57.1 µM), without a hit: top-dose activity change, negative = cytotoxicity, hits mostly cytotoxic;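 further: potency means the concentration at half of the fitted maximal effect; 0% = DMSO-treated cells and -100% = medium-only wells without cells; nearly all actives have a fitted effect of over 30% in size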
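HEK-293-SNCA-luc cells (1500/well) plated 24 h, then exposed 24 h to a dilution series; GF-AFC added 30 min at 37C, fluorescence 405/540 nm; normalised to medium-only and DMSO wells, Hill fit.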
3T3 cytotox: kills NIH 3T3 cells | NIH 3T3 viability, CellTiter-Glo ATP luminescence, 48-72 h | Potency, µM (titrated, usually from 96.7 µM), inactives show top-dose activity change, negative = cytotoxicity, hits mostly inhibitors | 94,000 tested, 4.3% active | AID 1345082; further: potency means the concentration at half of the fitted maximal effect; nearly all actives have a fitted effect of over 55% in size
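Viability of NIH 3T3 cells after 48 or 72 hr compound treatment at 37 °C was assessed by CellTiter-Glo, with luminescence imaged following a 10 min room-temperature step.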
HEK cytotox: cytotoxic compounds in HEK 293 cells; HEK 293 viability, ATP luminescence (CellTiter-Glo), 48-72 h; Potency, µM (top dose mostly 115 µM), for the others: at the highest dose activity change, negative = cytotoxicity, actives largely listed as inhibitors; 94,000 tested, 6.6% active; further: potency means the concentration at half of the fitted maximal effect; nearly all actives have a fitted effect of over 60% in size
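qHTS cytotoxicity; HEK 293, 250 cells/well; compound pinned; 48 or 72 hr, 37 degree Celsius, 5% CO2, 95% humidity; CellTiter-Glo, 10 min RT; luminescence (ATP).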
IP6K1 inh: IP6K1 kinase inhibition | activity change, % (series mostly up to about 58 µM) | IP6K1 kinase, ADP-Glo luminescence, 2 h; hits give low values | 140,000 tested, 0.81% active; in the data active means activity change below about -25%
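ADP-Glo luminescence measures ADP made by human IP6K1 during a 2 h RT reaction with ATP/IP6 (mix at 1.3 mM/130 uM); top library doses 57.5 and 19.1 uM final.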
GPT2 inh: inhibitors of human GPT2 alanine aminotransferase; Q8TD30; AID 1671188; 100,000 tested, 0.25% active; Potency, µM (highest dose often 57.7 µM), for inactives: top-dose activity change, negative = inhibition, most hits filed as inhibitors; Recombinant GPT2, coupled pyruvate oxidase/HRP Amplex Red fluorescence; further: potency means the concentration at half of the fitted maximal effect; nearly all actives have a fitted effect of over 60% in size; many of its hits are not listed in these tables
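Inhibition is scored from Amplex Red fluorescence generated when pyruvate oxidase and HRP act on pyruvate released by GPT2. Reactions contain 10ng/uL enzyme, 250uM a-KG and 2mM L-alanine and run 30 min at room temperature.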
The depositor's hits bear a star; i = inactive; ? = inconclusive; · = not tested or not shown; [ ] = dose if it differs, or a comment. Unless noted, the call rests on the fitted dose curve; in most records, active means well fitted curve in the direction sought with a large enough effect; inconclusive means small, poorly fitted or top-dose-only effect, or another doubt; inactive means no such curve, though single readings can be large; an effect the other way counts as inactive or inconclusive. Unless noted, on the % scale 0 is the no-effect control and ±100 the full control effect.

#	canonical_smiles	FLuc inh	3T3 cytotox	SNCA viab count	GPT2 inh
1	Cc1cc(C)cc(NS(=O)(=O)c2ccc3[nH]cc(C(=O)NCCc4ccccc4)c(=O)c3c2)c1	·	·	-8%	·
2	O=C(N[C@H]1CO[C@H]2[C@@H]1OC[C@@H]2n1nnnc1-c1ccc2c(c1)OCO2)C1CC1	-5%[172 µM]	-15%[138 µM]	-4%[87.6 µM]	i
3	Cc1ccc(Nc2ccnc(N3CCC(C(=O)N4CCCCC4)CC3)n2)cc1	·	?	-5%[12.5 µM]	i
4	CCCC(CCC)C(=O)Nc1cc(-c2cn3cccnc3n2)ccc1OC	·	·	-1%	·
5	COC(=O)CCNC(=O)C1c2ccccc2C(=O)N(C2CCCCC2)C12CCCCC2 (stereo not drawn)	1%	-21%	?	-1%
6	CCOC(=O)CC(=O)CSc1nc2ccccc2c(=O)n1CCc1ccccc1	·	·	-16%	·
7	Cc1ccc(NC(=O)[C@H]2CN(Cc3ccccc3)C[C@H]2C(=O)O)cc1	-3%	-15%	-3%	?
8	CCNc1nc(Oc2ccc(OCC(=O)OC)nn2)nc(N2CCOCC2)n1	·	·	0%	·
9	COCC1CCN(C(=O)c2coc(COc3cccc(F)c3)n2)C1 (stereo not drawn)	4%	1%	2%	-5%
10	Cc1ccc(CNC(=O)c2ccc3c(c2)CN(Cc2cccc(F)c2)CCO3)cc1	-9%	?	-9%	i
11	CCCn1c(C)cnc1CC1CCN(C(=O)C2CC2)C1 (stereo not drawn)	5%	0%	1%	0%
12	CCN(CC)CCCNC(=O)c1ccc(-c2nc(CN3CCc4ccccc43)c(C)o2)cc1	·	·	16%	·

#	SNCA expr inh	IP6K1 inh	HEK cytotox
1	-19%	-12	·
2	12%[87.6 µM]	0	-20%[172 µM]
3	5%	-11	?
4	3%	4	·
5	-2%	7	?
6	96%[activator]	-1	·
7	?	25	-18%
8	19%	7	·
9	6%	0	i
10	-20%	20	?
11	17%	3	i
12	-11%	9	·

The list goes on:
#	canonical_smiles	FLuc inh	3T3 cytotox	SNCA viab count	GPT2 inh
13	COc1ccc(-c2cn3c(n2)N(C(=O)c2cccs2)CCC3)cc1	35µM*	3%	-2%	i
14	CCCn1ccc2c(OCC(=O)Nc3ccc(F)cc3F)cccc2c1=O	·	·	5%	·
15	CCCOc1ccc(-c2cc(C(F)(F)F)c(C#N)c(SCCC(=O)O)n2)cc1	·	·	-11%	·
16	O[C@H]1CC[C@@H](Cc2cc(-c3ccccn3)on2)O[C@@H]1CN(Cc1ccccc1)Cc1ccccc1	2%	?	-10%	-10%
17	Cc1cccc(CN2CCCC(O)(CN3CCOCC3)C2=O)c1 (stereo not drawn)	-1%	i	-1%	-7%
18	Cc1c(Cl)cccc1NC(=O)C(=O)NCCc1csc(-c2cccc(F)c2)n1	·	·	-2%	·
19	Cc1nc(C)c(C(=O)N2CC(C)(C)C(C)(O)C2)s1 (stereo not drawn)	2%	-19%	12%	?
20	CC1CCN([C@@H]2[C@H](O)[C@H](CO)O[C@@H]2CNC(=O)c2ccccc2)CC1	-1%[172 µM]	i	-1%[87.6 µM]	i
21	CC(C)N1CCN(C(=O)c2cc3cn(C4CC4)cc3s2)CC1	-2%	3%	-6%	i
22	Cc1ccc(CSc2nc(-c3ccccc3C)nc3c2Cc2c(CO)cnc(C)c2O3)cc1	·	·	?	·
23	COc1ccc(CNC(=O)[C@H]2CCC[C@H]2NC(=O)c2ccc(OC)nc2)cc1	3%	-22%	-16%	i
24	O=C(C[C@@H]1CCNC[C@@H]1Cc1cc(COc2ccccc2)on1)NCc1ccc(F)cc1	2%	?	-1%	i

#	SNCA expr inh	IP6K1 inh	HEK cytotox
13	157%[activator]	-11	?
14	15%	4	·
15	?	-23	·
16	-7%	-8	?
17	-2%	7	-4%
18	0%	30	·
19	-11%	14	-14%
20	29%[87.6 µM]	21	0%[172 µM]
21	19%	-8	-2%
22	?	-15	·
23	-17%	5	-8%
24	-6%	11	?

Later entries
#	canonical_smiles	FLuc inh	3T3 cytotox	SNCA viab count	GPT2 inh
25	OC1(c2nc(Nc3cccc(C(F)(F)F)c3)n[nH]2)CCOCC1	0%[172 µM]	?	7%[87.6 µM]	-9%[88.5 µM]
26	COC1CCC(C(=O)N2CCC3(CC2)OC(=O)N(CCOc2ccccc2)C3(C)c2cccnc2)CC1 (stereo not drawn)	2%	?	2%	i
27	CCc1nncn1C1CCN(S(=O)(=O)c2ccc(F)cc2)CC1	5%	-4%	9%	2%
28	Cn1ncc(N2CCC(NC(=O)C3CCOC3)CC2)cc1=O (stereo not drawn)	4%	i	0%	i
29	CCc1cccc(C)c1Nc1nn2c(=O)c3ccccc3nc2s1	·	·	-24%	·
30	COc1ccccc1-c1[nH]nc2ncc(C(=O)N3C[C@@H](C)O[C@@H](C)C3)nc12	-7%[172 µM]	?	3%[87.6 µM]	-11%[88.5 µM]
31	CCN(C(=O)c1cccn(Cc2ccccc2C)c1=O)c1ccccc1	·	·	2%	·
32	O=C(c1cc(-c2ccc(F)cc2)nc2ccccc12)N1CCC(c2nc(C3CCOCC3)no2)C1 (stereo not drawn)	10µM*	?	-23%	-2%
33	CC(C)C(=O)NC1CCN(c2ccnc3ccnn23)CC1	·	-9%[138 µM]	?	5%[88.5 µM]
34	Cc1ccc(C2Cn3cnc(C(=O)N4CCC(C(=O)NCc5ccccc5)CC4)c3CO2)cc1 (stereo not drawn)	40µM*	-13%	3%	i
35	CCOC(=O)c1scc(-c2ccc(C)cc2)c1S(=O)(=O)N1CCN(c2ccccc2F)CC1	·	·	-3%	·
36	COc1ccccc1C(=O)NC[C@H]1Cn2c(-c3ccc(Cl)cc3)cnc2CO1	-3%[172 µM]	10µM*	?	-3%[88.5 µM]

#	SNCA expr inh	IP6K1 inh	HEK cytotox
25	80%[activator][87.6 µM]	14	-24%[172 µM]
26	10%	-13	-3%
27	4%	13	4%
28	5%	5	i
29	16%	16	·
30	12%[87.6 µM]	24	-28%[172 µM]
31	52%[activator]	11	·
32	48%[activator]	4	?
33	10%[87.6 µM]	6	i
34	88%[activator]	-1	?
35	-5%	5	·
36	?	-1	13µM*

Not all compounds are listed (hit frequency here may not be typical).
